Bioassay records: PubChem BioAssay, several laboratories
STAT1 act: STAT1 signaling activators, primary screen, cell-based, HTS, luciferase reporter | NIH 3T3 STAT1-luciferase reporter, IFN-gamma, luminescence; 100% = IFN-gamma alone, no compound | activation (% of control), % at 5.5 µM | hit rate 2.6% among 200,000;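 active = activation above the screen-wide mean activation plus 3 SD, cut at about 130% in these data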;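 note: raw ratio to IFN-gamma control signal so 100% means no change and 0% no light; values of inactives mirror those of a sister screen read the other way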
G6PDH CS: L. mesenteroides G6PDH inhibitors, counter-screen for G6PDH-coupled screening assays, biochemical, Leuconostoc mesenteroides enzyme; glucose-6-phosphate dehydrogenase [Leuconostoc mesenteroides]; Purified L. mesenteroides G6PDH, diaphorase/resazurin coupled fluorescence, 45 min; inhibition, % at 5 µM; hit rate 0.12% among 200,000; AID 1020, 2008; in the data active = inhibition above about 50%
TLR4-MyD88 BLA: inhibitors of TLR4-MyD88 association in cells, primary screen, cell-based, HeLa CL3-4, BLA complementation, FRET ratio; Toll-like receptor 4 (Homo sapiens) + Myeloid differentiation primary response protein …; HeLa CL3-4 TLR4/MyD88 BLA complementation; inhibition, % at 8.4 µM; hit rate 0.18% among 200,000; in the data active = inhibition above about 25%;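 note: 0% = vehicle and 100% = reference inhibitor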
Target sequence (O00206 whole entry, looked up): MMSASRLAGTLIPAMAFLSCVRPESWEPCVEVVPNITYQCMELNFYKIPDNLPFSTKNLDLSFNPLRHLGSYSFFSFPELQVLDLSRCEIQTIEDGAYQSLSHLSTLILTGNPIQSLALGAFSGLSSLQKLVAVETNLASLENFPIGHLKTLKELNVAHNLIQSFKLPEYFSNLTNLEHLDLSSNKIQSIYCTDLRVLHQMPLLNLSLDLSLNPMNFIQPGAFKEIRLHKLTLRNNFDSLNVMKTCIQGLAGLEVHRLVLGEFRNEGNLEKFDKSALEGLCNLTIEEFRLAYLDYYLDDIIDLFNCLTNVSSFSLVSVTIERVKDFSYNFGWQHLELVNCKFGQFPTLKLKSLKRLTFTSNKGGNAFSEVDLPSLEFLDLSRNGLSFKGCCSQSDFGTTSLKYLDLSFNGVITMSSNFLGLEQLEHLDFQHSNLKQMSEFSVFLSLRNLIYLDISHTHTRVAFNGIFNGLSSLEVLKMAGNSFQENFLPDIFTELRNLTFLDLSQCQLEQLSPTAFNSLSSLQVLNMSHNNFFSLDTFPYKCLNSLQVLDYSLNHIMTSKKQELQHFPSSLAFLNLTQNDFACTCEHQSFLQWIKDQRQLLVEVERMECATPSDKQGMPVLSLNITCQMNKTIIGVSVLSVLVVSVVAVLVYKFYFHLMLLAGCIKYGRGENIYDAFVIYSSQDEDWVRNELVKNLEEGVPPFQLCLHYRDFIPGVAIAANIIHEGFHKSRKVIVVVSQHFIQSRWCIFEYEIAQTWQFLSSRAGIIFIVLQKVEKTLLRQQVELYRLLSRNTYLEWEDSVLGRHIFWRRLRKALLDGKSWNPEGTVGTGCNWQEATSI
Target sequence (Q99836 whole entry, looked up): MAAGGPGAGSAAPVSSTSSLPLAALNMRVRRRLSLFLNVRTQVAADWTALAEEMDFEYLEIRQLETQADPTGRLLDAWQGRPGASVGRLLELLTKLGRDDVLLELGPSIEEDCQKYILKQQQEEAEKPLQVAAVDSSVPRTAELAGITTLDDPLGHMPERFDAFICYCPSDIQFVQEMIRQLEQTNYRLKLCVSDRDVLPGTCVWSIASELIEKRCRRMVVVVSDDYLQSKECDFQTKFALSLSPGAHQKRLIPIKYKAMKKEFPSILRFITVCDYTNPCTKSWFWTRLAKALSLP
STAT3 blocker: IL-6 driven STAT3 reporter inhibitors, primary screen, U3A cells, luciferase, luminescence, MLSCN library; inhibition, % at 5.5 µM; IL-6 STAT3-luciferase reporter; host cell line lacks STAT1; hit rate 0.89% among 190,000;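 active = inhibition above the mean inhibition across all screened compounds plus 3 SD, cut at about 44% in these data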;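 note: 0% = DMSO only wells and 100% = 100 µM nifuroxazide control wells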
Diaph inh CS: diaphorase inhibitors and chemical oxidizers, primary screen, counter-screen for diaphorase-coupled primary assays, biochemical, uHTS, resorufin fluorescence; diaphorase resazurin-to-resorufin fluorescence, NADH, 16 min; bacterial (C. kluyveri) enzyme, not human; inhibition, % at 20 µM; hit rate 0.69% among 190,000;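 active = primary screen inhibition at 20 µM above a set limit, cut at about 50% in these data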;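 note: plate controls were DMSO with full reaction for no effect and wells lacking NADH for full effect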
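Test system: Clostridium kluyveri diaphorase enzyme / Quantity: diaphorase at 0.14 U/mL in enzyme working solution / Incubation: 16-min room-temperature incubation before reading / Benchmarks: NADH-free wells as positive control, DMSO-only neutral wells / Signal: resorufin fluorescence 544/590 nm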
Hsp70 act: Hsp70 transcriptional activators, primary screen, cell-based, HeLa, Hsp70 promoter luciferase, luminescence, 10 µM | HeLa Hsp70 promoter luciferase reporter; scaled: vehicle 0, proteasome-inhibitor control 100% | activation, % at 10 µM | hit rate 0.04% among 200,000 | AID 1203, 2008;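 active = activation above the mean across all tested compounds plus 3 SD, cutoff set per campaign, cut at about 5.5% in these data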;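 note: 100% = MG132 at 30 µM as the positive control and 0% = DMSO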
Diaphorase act: compounds boosting diaphorase resazurin reduction – biochemical, uHTS, resorufin fluorescence, counter-screen for diaphorase-coupled primary assays, primary screen | Diaphorase/resazurin coupled assay, 16 min; hits give high values; 1 = vehicle wells, 0 = NADH-free wells | activation factor at 20 µM | hit rate 0.005% among 190,000;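 active = diaphorase activity raised at least twofold by the compound at 20 µM; inactive = activation factor below 2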
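test system = bacterial diaphorase enzyme (C. kluyveri) | quantity = enzyme 0.07 U/mL final | reagent = NADH substrate 0.114 mM plus resazurin dye 0.1 mM, final | incubation = 16 min enzyme reaction, ambient temperature | buffer or medium = HEPES pH 7.4 buffer with MgCl2 and Tween 20 | signal = fluorescence of resorufin, 544 nm excitation, 590 nm emission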
APP transl inh: inhibitors of APP translation via 5'UTR reporter, primary screen, APP 5'UTR luciferase, SH-SY5Y cells; SH-SY5Y APP 5'UTR-luciferase reporter, luminescence; inhibition, % at 2 µM; hit rate 0.82% among 190,000;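 active = inhibition above a set limit, derived from the sample mean plus 3 SD, cut at about 45% in these data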; note: values of inactives mirror those of a sister screen read the other way
STAT3 activator: IL-6 driven STAT3 reporter potentiators, primary screen, U3A cells, luciferase, luminescence, MLSCN library | IL-6 STAT3-luciferase reporter; 100% = signal with IL-6 EC80 alone | activation (% of control), % at 5.6 µM | hit rate 0.91% among 190,000 | AID 871, 2007;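 active = activation above the screen-wide mean of compound activation plus 3 SD, cut at about 130% in these data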;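 note: 0% = background luminescence of wells with medium and substrate only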
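Test system: Human STAT1-deficient U3A cells with stable STAT3-luciferase reporter | Also added: Interleukin-6, 33 ng/mL | Timing: Compound pre-incubation 1 h before IL-6, then 6 h stimulation at 37 °C | Technique: Luciferase reporter luminescence | Read-out: Percent of IL-6-only median luminescence | Benchmarks: IL-6-only wells as 100% reference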
STAT1 inh: STAT1 signaling inhibitors, primary screen, cell-based, HTS, luciferase reporter | NIH 3T3 STAT1-luciferase reporter, IFN-gamma, luminescence | hit rate 0.35% among 200,000 | inhibition, % at 5.5 µM;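 active = inhibition above a set limit, the mean inhibition across all tested compounds plus 3 SD, cut at about 34% in these data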;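 note: 0% = IFN-gamma with DMSO and 100% = IFN-gamma with 300 µM nifuroxazide; values of inactives mirror those of a sister screen read the other way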
* hit, by the source's call; x = not tested or not shown.

Each structure is followed by: STAT1 act	G6PDH CS	TLR4-MyD88 BLA	STAT3 blocker	Diaph inh CS	Hsp70 act	Diaphorase act	APP transl inh	STAT3 activator	STAT1 inh
> O=C(O)c1ccc(-n2ccnc2)c([N+](=O)[O-])c1
  100	12	-13	-7	13	-0.1	0.9	0	106	0
> O=C(NNC(=O)c1ccccc1O)c1ccc(Cl)cc1
  100	15	9	9	8	-0.3	0.9	-38	95	0
> Cc1ccc(NC(=O)CCC(=O)NNC(=S)Nc2ccccc2)c(C)c1
  110	9	14	-14	6	-0.3	0.9	-21	113	-11
> O=C(Nc1ccc(F)cc1)C(NC1CCCCC1)c1ccccc1 (centres undefined)
  99	2	-7	-10	-3	0.0	1	1	118	-1
> NC1=NN=C(N2N=C(c3ccco3)CC2(O)C(F)(F)F)n2ncnc2C1 (centres undefined)
  97	7	0	16	16	-0.2	0.8	-9	89	3
> COP(=O)(OC)c1nc(-c2cccc3ccccc23)oc1NCCc1ccccc1
  94	9	-12	13	15	-0.2	0.8	-2	89	7
> COc1ccc(Oc2cc(C(F)(F)F)cnc2C(N)=O)cc1
  100	6	12	6	0	-0.5	1	x	101	0
> O=S1(=O)N=C(N2CCOCC2)c2ccccc21
  97	8	-9	0	5	-0.1	1	-26	105	3
> Cc1cccc(S(=O)(=O)c2c(N)n(/N=C/c3ccco3)c3nc4ccccc4nc23)c1
  108	5	11	23	24	-0.2	0.8	12	81	-9
> CN(C)c1ccc(C2OC(=O)C(C)(C)C(=O)C2(C)C)cc1 (centres undefined)
  93	4	-3	13	17	-0.2	0.8	-6	92	8
> O=C(Cn1c(=O)n(-c2cccc(Cl)c2)c(=O)n1CC(=O)N1CCCCC1)N1CCCCC1
  97	-4	-3	1	10	-0.2	0.9	-5	103	4
> CCCCn1c(NCc2ccncc2)nc2ccccc21
  99	10	1	-2	3	0.0	1	-2	105	-1
> CCN(C(=O)CSc1nnc(-c2ccccc2Br)o1)C1CCS(=O)(=O)C1 (centres undefined)
  96	8	-4	0	3	-0.5	1	-7	101	3
> COc1cc(OC)cc(C(=O)N2CCN(Cc3cccc(F)c3)CC2)c1
  100	-3	-18	10	25	-0.1	0.7	2	99	0
> CCC(=NCc1ccc(Cl)c(Cl)c1)c1nc(-c2ccco2)oc1O
  100	-4	-20	-8	17	-0.3	0.8	0	108	-1
> CCOc1nc(N=C(N)N)nc2c(C)cccc12
  103	17	-3	-5	-7	0.0	1.1	7	111	-3
> NC(=S)Nn1c(CCC(=O)O)ccc1-c1ccccc1
  95	5	-26	4	17	-0.1	0.8	6	94	6
> Cc1cc(C)cc(NC(=O)CCCSc2nc3ccccc3[nH]2)c1
  100	0	3	-9	27	-0.2	0.7	-7	109	0
> Cn1cccc1/C=N/NC(=O)c1cccc(OC(F)(F)C(F)F)c1
  96	3	-6	12	10	-0.1	0.9	-14	90	4
> CC(C)(C)NC(=O)CSc1nsc(SCC(=O)NC(C)(C)C)c1C#N
  83	7	-13	10	-2	-0.2	1	-14	94	19
> Cc1cc(=O)oc2cc(OCC(=O)NCC3CCCO3)ccc12 (centres undefined)
  102	7	-5	8	16	-0.2	0.8	24	95	-4
> CCCn1nc2cc(C(=O)NCCc3cccs3)ccc2c1OCC
  124	-10	7	-2	13	0.3	0.9	-39	106	-26
> COC(/C=C/Nc1ccc(C)c(C)c1)=C(C#N)C#N
  90	4	-1	-24	12	-0.1	0.9	-6	132	9
> Clc1ccc(-c2noc(CN3CCN(c4ccccc4)CC3)n2)cc1
  99	-13	5	0	16	-0.2	0.8	-3	101	1
> CS(=O)(=O)N(CC(=O)NCCSCc1c(F)cccc1Cl)c1ccc2c(c1)OCO2
  94	-1	1	15	1	-0.2	1	-2	92	6
> Cc1cc(N2CCN(S(=O)(=O)c3ccc(Cl)cc3)CC2)c2ccccc2n1
  89	2	-2	15	31	-0.4	0.7	15	88	10
> COc1ccc(-n2ncc3c(=O)n(CC(=O)N4c5ccccc5CC4C)cnc32)cc1 (centres undefined)
  93	10	11	9	9	-0.4	0.9	-14	94	7
> Cc1nc2ccccc2n1C(=O)N1CCOCC1
  95	-3	-7	6	4	-0.3	1	-16	96	2
> O=c1[nH]c(CN2CCN(CCO)CC2)nc2ccccc12
  96	10	0	-6	2	0.2	1	-4	108	5
> O=C(c1cc(F)c(F)cc1Cl)N1CCCCC1
  108	3	-5	1	2	0.0	1	9	102	-9
> COC(CN(C)C(C(=O)NC1CCCCC1)c1ccccc1)OC (centres undefined)
  99	2	4	4	14	-0.2	0.9	16	107	1
> COc1ccc(-c2cc3ccccc3n2CC(O)CNCCO)cc1 (centres undefined)
  93	-2	4	6	8	-0.2	0.9	-2	103	10
> CCOC(=O)C1C2C=CC3(CN(Cc4cccs4)C(=O)C13)O2 (centres undefined)
  105	13	-2	5	5	-0.4	0.9	12	98	-5
> OCCC1CN(Cc2ccc(C(F)(F)F)cc2)CCN1Cc1ccccc1 (centres undefined)
  104	10	-8	-1	8	-0.3	0.9	-21	103	-7
> CCn1ncc(C2=NOC(C(=O)Nc3c(C)n(C)n(-c4ccccc4)c3=O)C2)c1C (centres undefined)
  97	2	-2	9	9	0.2	0.9	-10	100	3
> CSC1=NCCN1C(=O)c1ccc(S(=O)(=O)N(C)C)cc1
  98	1	3	6	15	-0.3	0.8	-8	99	2
> COC(=O)c1[nH]c2ccc(C)cc2c1NC(=O)C(C)N1CCN(C2CCCCC2)CC1 (centres undefined)
  99	-1	-4	7	21	-0.2	0.8	2	98	1
> O=C(CCCN1C(=O)c2ccccc2C1=O)NC1=NCCS1
  101	18	-1	2	7	-0.1	0.9	-3	103	-1
> CCN(CC(=O)Nc1c(F)cccc1F)C(=O)CCc1c[nH]c2ccccc12
  99	-1	-1	-1	20	0.4	0.8	4	106	1
> CCCC(=O)Nc1cc(Cl)ccc1N1CCN(C(=O)CC)CC1
  92	-7	7	4	10	-0.4	0.9	0	100	18

Some entries already given with just STAT1 act, STAT1 inh and TLR4-MyD88 BLA:
Compound,STAT1 act,STAT1 inh,TLR4-MyD88 BLA
O=c1[nH]c(CN2CCN(CCO)CC2)nc2ccccc12,96,5,0
O=C(c1cc(F)c(F)cc1Cl)N1CCCCC1,108,-9,-5

(next part)
Each structure is followed by: STAT1 act	G6PDH CS	TLR4-MyD88 BLA	STAT3 blocker	Diaph inh CS	Hsp70 act	Diaphorase act	APP transl inh	STAT3 activator	STAT1 inh
> COc1ccc(S(=O)(=O)NCC(=O)N(CC(=O)NCC2CCCO2)c2cc(C)ccc2C)cc1 (centres undefined)
  96	2	12	2	11	-0.4	0.9	10	99	2
> COc1cccc(-c2cc(C(F)(F)F)nc(-n3ccc([N+](=O)[O-])n3)n2)c1
  114	2	-1	-4	-21	-0.3	1.2	11	104	-15
> CCCn1c2c(c(O)c(C(=O)Nc3ccc(OC)cc3)c1=O)CCCC2
  100	2	3	9	19	0.3	0.8	-2	97	0
> O=C(Cc1ccccc1)Nc1ccc2c(c1)C(=O)N(CC1CCCO1)C2=O (centres undefined)
  96	-1	10	21	19	0.0	0.8	13	91	3
> Cc1ccc(C(=O)OCC(=O)NCc2cccs2)cc1S(=O)(=O)N1CCOCC1
  103	9	-17	2	-2	0.1	1	-10	106	-5
> Cc1ccc(NC(=O)Cn2cnc3c(nnn3Cc3ccc(F)cc3)c2=O)cc1
  97	1	0	6	-1	0.0	1	-11	101	2
> Cc1cc(C)n(-c2ccc(C(=O)OCC(=O)c3c(N)n(C)c(=O)n(C)c3=O)cc2)n1
  95	3	10	16	21	-0.2	0.8	7	91	6
> CN(C)CC(=O)N1c2ccccc2CCc2ccc(NC(=O)c3ccc(N)cc3)cc21
  98	-16	9	-2	-14	0.1	1.1	-10	105	2
> Cc1ccc(C)c2c1[nH]c1ccccc12
  81	-6	-11	1	23	-0.2	0.8	-11	105	21
> CC(=O)OCc1cc(=O)n(C)c(=O)n1C
  98	0	21	1	4	0.3	1	-14	102	2
> COc1cc2c(cc1OC)C(C)N(C(=O)c1cc3n(n1)C(C(F)(F)F)CC(c1ccco1)N3)CC2 (centres undefined)
  96	12	0	2	4	-0.3	1	4	100	5
> CC1CC(=O)C2=C(C1)Nc1ncnn1C2c1ccccc1 (centres undefined)
  85	9	-4	2	5	-0.1	0.9	6	99	17
> COc1ccc(-n2c(SCC(N)=O)nc3nc4c(cc3c2=O)COC(C)(C)C4)cc1
  97	2	-6	13	11	-0.1	0.9	-8	92	3
> CCOc1ccc(-n2c(=S)sc3c(=O)[nH]c(SCC(=O)NCC4CCCO4)nc32)cc1 (centres undefined)
  99	17	-12	17	31	-0.3	0.7	11	88	1
> O=C(NCCOCC(F)(F)C(F)F)c1cc(F)c(F)cc1Cl
  106	-1	0	1	14	0.8	0.9	31	103	-6
> CCOC(=O)c1cc2c(=O)n3cccc(C)c3nc2n(Cc2ccco2)c1=NC(=O)c1cccnc1
  99	-30	6	13	31	-0.3	0.7	3	92	1
> N/C(=N\OC(=O)N1c2ccccc2Sc2ccccc21)c1ccc(Br)cc1
  93	2	3	-2	14	-0.3	0.9	-16	100	10
> COc1ccc(Cl)cc1S(=O)(=O)N1CCCC1
  92	3	-5	6	7	-0.1	0.9	2	95	6
> Cc1ccc(N=c2oc3cc(O)ccc3cc2C(N)=O)cc1
  123	6	-37	26	12	-0.2	0.9	-26	86	-25
> Cc1cc([N+](=O)[O-])ccc1NC(=O)Nc1ccc(F)cc1F
  94	-2	-3	24	15	-0.5	0.8	18	86	7
> O=C(NCC(c1ccco1)N1CCN(c2ccc(F)cc2)CC1)OCc1ccccc1 (centres undefined)
  100	-13	-5	-11	18	-0.4	0.8	-2	105	0

Outcome played no part in choosing rows. Share with any hit: about 6.1%.
